Mcl1 Bid PPI: Mcl-1/Bid interaction inhibition | inhibition, % at 21.7 µM | Q07820 | TR-FRET Mcl-1/Bid-Dy647 peptide binding, 1536-well | 220,000 tested, 0.97% active;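 active = compounds that cut the binding signal by more than half at the single screening dose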;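 also: His-tagged Mcl-1 with europium anti-His antibody binding Bid BH3 peptide; 0% = Mcl-1 plus peptide wells and 100% = peptide-only wells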
RGS8-Gao: regulators of human RGS8-Galphao interaction; P09471; multiplexed bead flow cytometry, RGS8-Galphao binding; actives lie on both sides; response (percent of control binding), % at 10 µM; 220,000 tested, 0.34% active; in the data active = response below about 60% or above about 140%; inactive = in between;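 also: Galphao activated as the GDP aluminium fluoride complex binding bead-coupled RGS8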
Target sequence (P09471 whole entry, looked up): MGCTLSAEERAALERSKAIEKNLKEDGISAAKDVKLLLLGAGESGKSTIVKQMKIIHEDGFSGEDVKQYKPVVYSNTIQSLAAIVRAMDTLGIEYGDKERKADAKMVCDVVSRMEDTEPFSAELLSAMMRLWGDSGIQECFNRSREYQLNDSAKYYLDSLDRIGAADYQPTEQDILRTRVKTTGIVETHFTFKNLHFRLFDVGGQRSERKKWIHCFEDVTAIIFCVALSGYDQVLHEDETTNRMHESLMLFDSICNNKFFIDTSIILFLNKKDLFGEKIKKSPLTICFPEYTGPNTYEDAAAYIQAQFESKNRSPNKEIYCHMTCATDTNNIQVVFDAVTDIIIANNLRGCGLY
HRas wt GTP bind: changes GTP binding to wildtype human HRas; P01112; GST-Ras wt beads, Bodipy-FL-GTP binding, flow cytometry; actives lie on both sides; GTP binding activity, % at 10 µM; 190,000 tested, 0.14% active; AID 759;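 active = GTP binding activity at least 20% away from the 100% baseline, either lowered as inhibitor or raised as activator; inconclusive = flagged as likely green fluorescent, judged across all proteins in the well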;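 also: 0% = unlabeled GTP competition control and 100% = no-compound control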
Target sequence (P01112 whole entry, looked up): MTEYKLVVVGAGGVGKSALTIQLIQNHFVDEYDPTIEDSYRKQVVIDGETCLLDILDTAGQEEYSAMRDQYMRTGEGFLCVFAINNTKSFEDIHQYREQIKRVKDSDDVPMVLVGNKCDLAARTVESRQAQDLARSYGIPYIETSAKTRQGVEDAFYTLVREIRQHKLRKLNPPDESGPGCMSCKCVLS
Rab2A wt mod: changes GTP binding to wildtype dog Rab2A, up or down; P61105; GST-Rab2 wt beads, Bodipy-GTP binding, flow cytometry; GTP binding activity, % at 10 µM; 190,000 tested, 0.19% active;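 active = GTP binding activity at least 20 points away from 100%, either lowered or raised; inconclusive = signal likely due to the compound's own green fluorescence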;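 also: 0% = beads with excess unlabeled GTP and 100% = no-compound control corrected for plate trend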
Mcl1 Noxa PPI: Mcl-1/Noxa interaction inhibition. AID 1022. 220,000 tested, 1.5% active. TR-FRET Mcl-1/Noxa peptide binding, 2 h. inhibition, % at 21.7 µM;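 active = compounds that cut the protein-peptide binding signal by more than 50% relative to plate controls in a single-dose test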;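 also: His-tagged Mcl-1 with rhodamine Noxa BH3 peptide and terbium anti-His antibody; 0% = Mcl-1 plus Noxa peptide wells and 100% = peptide-only wells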
Rac1 wt modul: alters GTP binding to wildtype human Rac1 | GST-Rac1 beads, fluorescent GTP binding, flow cytometry; actives lie on both sides; 0 = cold GTP competed, 100 = untreated | P63000 | 190,000 tested, 0.27% active | GTP binding activity (% of control), % at 10 µM;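 active = GTP binding activity at least 20 points away from the 100% control level, either lower or higher; inconclusive = compound flagged as likely green fluorescent, judged across all proteins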
Rab7 wt GTP bind: alters GTP binding to wildtype dog Rab7; GST-Rab7 beads, fluorescent GTP binding, flow cytometry; actives lie on both sides; untreated = 100%, excess cold GTP = 0%; GTP binding activity (percent of control), % at 10 µM; 190,000 tested, 0.055% active; AID 758;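 active = fluorescent GTP binding to Rab7 beads changed by at least 20 points from the 100% baseline, either direction, mostly lower; inconclusive = compound itself probably fluorescent, or too few beads counted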;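 also: median green fluorescence of bound Bodipy-FL-GTP per Rab7 bead population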
Cdc42 wt GTP: changes GTP binding to wildtype human Cdc42 | P60953 | GST-Cdc42 beads, Bodipy-GTP binding, flow cytometry; actives lie on both sides | percent activity (GTP binding), % at 10 µM | 190,000 tested, 0.2% active | AID 761;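 active = percent activity GTP binding at least 20 points away from the 100% baseline, either down as inhibitor or up as activator; inconclusive = compound flagged as likely green fluorescent from well-wide comparison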;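 also: median bead fluorescence of bound Bodipy-FL-GTP at 100 nM; 0% = excess unlabeled GTP control and 100% = no compound control; below 100% means less GTP binding so inhibitor and above means activator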
Target sequence (P60953 whole entry, looked up): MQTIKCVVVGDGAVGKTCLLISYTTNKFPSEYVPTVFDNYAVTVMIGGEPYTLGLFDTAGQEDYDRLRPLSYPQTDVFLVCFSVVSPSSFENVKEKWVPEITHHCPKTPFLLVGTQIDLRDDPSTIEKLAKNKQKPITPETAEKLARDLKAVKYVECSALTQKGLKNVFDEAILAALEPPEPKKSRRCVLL
Rac1 mut GTP: modulators of GTP binding to human Rac1 activated mutant; P63000; GST-Rac1 activated beads, fluorescent GTP binding, flow cytometry; actives lie on both sides; 100% means binding = to untreated wells; percent activity (GTP binding), % at 10 µM; 190,000 tested, 0.11% active; AID 764;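 active = GTP binding at least 20 percentage points away from the 100% baseline, in either direction, so actives lie on both sides; inconclusive = Compound likely fluorescent itself, or too few beads counted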
Bim-Mcl-1: human Bim-Mcl-1 interaction inhibition | Q07820 | Bead-based flow cytometry, Bim peptide-Mcl-1 binding | inhibition, % at 10 µM | 190,000 tested, 0.1% active; in the data active = inhibition above about 40%;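 also: 0% = no compound tracer wells and 100% = peptide blocker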
Pf gamet viab: kills late stage P. falciparum gametocytes. P. falciparum stage V gametocytes, ATP luminescence, 24 h. AID 743093. 150,000 tested, 0.065% active. inhibition, % at 10.9 µM;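 active = inhibition above the mean plus 3 SD of compounds within the control limits, set per campaign, cut at about 38% in these data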;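 also: 0% = DMSO wells and 100% = medium only without gametocytes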
* marks the source's active call; other numbers are inactive results; ? = inconclusive; nt = not tested or not shown; [ ] = remark or other dose.

molecule	Mcl1 Bid PPI	RGS8-Gao	HRas wt GTP bind	Rab2A wt mod	Mcl1 Noxa PPI	Rac1 wt modul	Rab7 wt GTP bind	Cdc42 wt GTP	Rac1 mut GTP	Bim-Mcl-1	Pf gamet viab
CCOc1ccc(CNCCNC(=O)c2nonc2N)cc1	-2	105	99	100	9	100	106	95	96	-4	11
CCCCOc1ccccc1C(=O)NCC(=O)O	-15	101	100	101	20	102	98	99	98	-3	6
NNC(=O)CNC(c1ccccc1)c1cc(Br)ccc1NC(=O)CCN1CCOCC1 (stereo not given)	-3	100	102	101	4	104	99	105	100	0	7
COc1cccc(/C=N/Nc2snc(SC)c2C#N)c1O	35	100	99	97	72*	99	97	100	100	-1	14
Cc1nc(NCCO)c2nnn(Cc3ccccc3F)c2n1	-11	104	100	101	1	101	101	105	98	-1	-8
CC(=O)c1ccc(-n2c(SCC(=O)c3c[nH]c4ccccc34)nc3ccccc3c2=O)cc1	21	113	96	96	-12	101	101	98	98	0	nt
O=C(O)c1ccc(S(=O)(=O)Cc2ccccc2)cc1	-13	101	98	97	8	100	97	100	95	0	nt
CC1(C)OC(c2ccccc2)=C/C(=C/C=N/NC(=O)c2ccncc2)O1	-12	100	97	98	7	99	101	97	97	-2	-14
CCOc1ccc(Br)cc1CNCCN1CCOCC1	33	100	102	104	21	106	100	101	101	-1	22
N#Cc1nc(-c2ccc(F)cc2)oc1NCCN1CCOCC1	-28	105	99	98	10	101	98	99	98	-3	nt
Cc1nc(SCC(=O)NCc2ccco2)c2c(=O)n(C)c(=O)n(CC(C)C)c2n1	-60	101	100	99	4	96	106	97	92	0	nt
COC(=O)c1nnn(-c2ccsc2C(=O)OC)c1C(=O)OC	-25	102	97	98	-5	102	96	99	95	0	27
CSc1ccccc1C(=O)NCc1ccc2c(c1)OCO2	-18	103	99	99	15	101	98	102	98	0	-14
O=C(Nc1ccc(C(F)(F)F)cc1)C1CCCN1S(=O)(=O)c1cccc2cccnc12 (stereo not given)	42	98	101	99	10	101	102	100	98	5	9
COC(=O)CCCCCCCCC(=O)Nc1nc2ccccc2s1	-11	106	98	94	11	97	92	97	97	-2	nt
Cc1cccc(C)c1NC(=O)CCn1cnc2ccccc2c1=O	0	99	95	96	21	97	95	97	94	-2	-11
Cc1ccccc1C(=O)Oc1cc(N)n(S(C)(=O)=O)n1	-10	100	96	96	5	96	101	93	91	-1	10
Cc1ccc(C(=O)Nc2ccccc2SCC2CSc3nc4ccccc4c(=O)n32)cc1 (stereo not given)	53*	98	98	97	6	98	99	101	97	-1	11
COC(=O)C1(O)CC(C(C)C)=NN1C(=O)c1ccccc1 (stereo not given)	-43	104	99	96	9	101	98	96	99	0	-1
CN1CCN(C(=S)c2cn(Cc3ccccc3F)c3ccccc23)CC1	86*	117	97	99	2	97	105	97	95	-2	3
CC(=O)c1c(O)cc(C)n(-c2ccc(F)cc2)c1=O	-39	100	101	99	-4	101	105	101	98	2	nt
O=C(CSc1ncccn1)NCCc1ccccc1	2	103	100	100	-3	105	102	101	99	-1	nt
Cn1c(NCCc2ccccc2)cc(=O)n(C)c1=O	-24	100	99	100	-4	104	101	105	99	-3	nt
COc1cc(C(=O)Nc2ccccc2N2CCOCC2)ccc1OCc1c(C)noc1C	-4	102	98	97	1	103	102	100	99	-5	7
CCC(C)NC(=O)CCC(=O)Nc1ccc2nc(N3CCOCC3)cc(C)c2c1 (stereo not given)	24	101	99	100	-10	98	97	99	98	2	nt
O=C(CCCOc1ccc(Cl)cc1Cl)NCCCn1ccnc1	-31	99	94	95	9	96	95	98	96	1	11
CC1CCC(NC(=O)CCNC(=O)c2ccccc2)CC1 (stereo not given)	-18	100	97	97	-14	96	96	92	93	-1	-5
COC(=O)c1cc2c(cc1[N+](=O)[O-])OCO2	0	103	97	96	-11	99	100	96	97	0	10
Cc1onc(C(=O)NC(C)c2ccccc2)c1[N+](=O)[O-] (stereo not given)	-18	99	95	94	6	96	96	95	94	9	3
Cc1ccc([N+](=O)[O-])cc1NC(=O)C(C)N1CCCCC1 (stereo not given)	-8	104	96	97	13	99	95	98	94	0	nt
COc1cccc(-c2nnn(CC(=O)O)n2)c1	4	115	95	94	-6	97	93	94	94	0	nt
O=C(Nc1ccc(C(=O)N2CCCC2)cc1)c1ccc2c(c1)OCO2	-28	102	100	97	-4	103	99	102	99	0	nt
CCCc1cc(N2CCCC(C(=O)Nc3ccc(OC)cc3OC)C2)n2ncnc2n1 (stereo not given)	-20	104	104	102	5	102	102	103	102	1	-7
Cc1cc(=O)n(-c2ccc3ccccc3n2)[nH]1	-78	107	100	102	-66	104	99	102	100	3	24
Cc1cccc(NC(=O)Cn2c(=O)n(CCc3c[nH]c4ccccc34)c(=O)c3cccnc32)c1	-21	97	98	98	-5	99	96	98	97	-3	nt
CC1(C)Cc2ccccc2-c2nnc(-c3ccccn3)n21	-3	99	100	97	3	99	97	101	98	-1	nt
COc1ccc(COc2cc(-c3cccc(OC)c3)nc3ccc(NC(=O)c4ccc(Cl)cc4)cc23)cc1	-4	99	100	100	-10	103	103	102	98	-1	-41
CN(C)c1nc(N)nc(CSc2nc3cc(Cl)ccc3o2)n1	-19	89	98	101	-9	117	97	106	96	0	nt
N#CCCN(Cc1cccnc1)C(=S)Nc1ccccc1Cl	-42	111	95	95	4	96	93	95	94	-1	3
Cc1[nH]c2ccccc2c1C(=O)NS(=O)(=O)Nc1ccc(F)cc1	-9	99	96	96	3	97	96	95	92	-6	8
COc1ccccc1Nc1ccc(C(=O)NC2CCCCC2)cn1	-18	98	100	100	1	104	98	101	101	-2	nt
O=c1c2ccccc2nc(SCc2ccncc2)n1CC1CCCO1 (stereo not given)	-3	99	103	102	8	104	101	105	103	-3	8
Cn1c(SCC(=O)NCc2cccs2)nnc1-c1ccncc1	2	102	100	99	2	102	99	103	100	-6	10
CCCn1c(CN2CCN(c3cccc(Cl)c3)CC2)nc2c1c(=O)n(C)c(=O)n2C	-15	103	100	98	7	99	96	97	94	0	nt
COc1ccccc1C(=O)NCc1ccc(-c2nc3ccccc3s2)cc1	23	103	95	95	1	97	96	96	94	-5	nt
O=C(NN1C(=O)c2ccccc2C1=O)C1CCCCC1	0	99	99	100	-18	103	99	102	99	-6	15
COc1cc(OC)cc(C(=O)N(CCCN2C(=O)c3cccc4cccc(c34)C2=O)c2cccc(OC)c2)c1	84*	99	100	99	-5	102	101	101	101	-3	0
CN1CC2CCCC3(C1)C(=O)NC1(CCCCC1)N=C23 (stereo not given)	-21	101	100	100	3	103	105	100	100	0	nt
COc1ccc(NC(=O)C2CCCNC2)cc1OCC(C)C (stereo not given)	21	105	100	106	12	101	99	103	100	1	nt
O=C(O)CSc1nnc(-c2ccccc2)o1	1	101	97	95	17	93	97	96	92	1	nt
CCN(CC)c1ccc2cc(-c3nc(-c4ccc(OC)cc4)cs3)c(=O)oc2c1	-19	177*[activator]	?	?	-1	?	?	?	?	nt	-30
COc1ccccc1/C=C/C(=O)N1CCOCC1	-23	101	101	102	8	100	101	99	96	-2	nt
CCn1c(=O)c(C(=O)CN2CC(C)OC(C)C2)c(N)n(Cc2ccccc2)c1=O (stereo not given)	-37	101	94	94	2	98	95	97	95	2	-15
CN(c1ccccc1)C(c1ccc(F)cc1)c1nnnn1CC1CCCO1 (stereo not given)	-17	98	102	101	27	102	100	101	100	-3	21
C/C(=N\Nc1ccc(Cl)c(Cl)c1)c1ccc(-n2ccnc2)cc1	-23	102	99	99	-13	100	100	95	97	-4	nt
Cc1ccc(-n2c(SCC(=O)Nc3cccc(S(N)(=O)=O)c3)nc3ccccc32)cc1	-26	99	102	101	24	105	97	98	101	0	-3
COc1ccc(-c2nnc(SCC(=O)N3CCCc4ccccc43)o2)cc1OC	-7	103	103	102	14	102	103	102	100	-2	nt
CC1=C(NCCc2ccccc2)CCC1=O	-15	103	99	97	8	102	98	99	97	-1	-24
COc1cc(/C=C/C(=O)O)cc(S(=O)(=O)N2CCc3ccccc3C2)c1OC	-19	101	99	98	9	102	105	101	94	-1	22
Cc1ccc(OCC(=O)NNC(=O)C2CCCO2)c(C)c1 (stereo not given)	-3	101	96	94	15	97	101	97	95	-4	34

Screens as filed in PubChem.

Hits appear at their usual frequency; any-hit rate near 2.9%.
